Screening data deposited in PubChem BioAssay by several laboratories.
HMGR II inh: E. faecalis class II HMG-CoA reductase inhibition; purified E. faecalis HMGR, NADPH absorbance 340 nm kinetic; inhibition, % at 10 µM; actives 0.41% (n = 190,000); AID 1066;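 active means inhibition above a set limit, the median over all tested compounds plus 3 SD, cut at about 9.5% in these data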;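 further: enzyme runs in reverse so mevalonate oxidation gives rising NADPH absorbance; 0% = complete reaction with DMSO and 100% = background rate lacking mevalonate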
S1P3 antagonist: antagonists of human S1P3 receptor; Q99500; CHO S1P3 NFAT-BLA reporter, FRET fluorescence, antagonist mode; inhibition, % at 4.98 µM; actives 0.27% (n = 170,000); AID 485;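 active means inhibition above the plate cutoff, the mean inhibition of test wells on that plate plus 3 SD, cut at about 28% in these data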;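 further: cells challenged with S1P at its EC80 of 0.8 µM; blue over green emission ratio from cleaved BLA substrate after 4 h stimulation; 0% = S1P-stimulated wells and 100% = unstimulated DMSO-only wells; some compounds past the cut are filed as inactive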
Target sequence (Q99500 whole entry, looked up): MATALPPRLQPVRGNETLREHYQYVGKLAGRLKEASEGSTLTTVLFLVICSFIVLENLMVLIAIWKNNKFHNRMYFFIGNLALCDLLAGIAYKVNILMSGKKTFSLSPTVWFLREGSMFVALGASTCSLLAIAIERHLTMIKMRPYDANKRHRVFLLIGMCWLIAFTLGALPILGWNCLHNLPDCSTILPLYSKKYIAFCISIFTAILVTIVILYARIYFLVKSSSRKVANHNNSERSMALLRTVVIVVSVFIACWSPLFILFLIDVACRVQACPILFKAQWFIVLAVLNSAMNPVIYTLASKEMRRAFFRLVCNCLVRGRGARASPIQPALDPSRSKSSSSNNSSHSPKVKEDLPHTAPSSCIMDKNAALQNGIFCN
TNAP inh no acc: inhibitors of human TNAP without phosphate acceptor; P05186; purified TNAP, CDP-star luminescence, 30 min; inhibition, % at 20 µM; actives 0.26% (n = 200,000); AID 1012;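 active means tissue-nonspecific alkaline phosphatase inhibition above about 50% at 20 µM in the single-dose screen, limit read from the data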;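 further: 0% = DMSO negative control and 100% = EDTA positive control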
Target sequence (P05186 whole entry, looked up): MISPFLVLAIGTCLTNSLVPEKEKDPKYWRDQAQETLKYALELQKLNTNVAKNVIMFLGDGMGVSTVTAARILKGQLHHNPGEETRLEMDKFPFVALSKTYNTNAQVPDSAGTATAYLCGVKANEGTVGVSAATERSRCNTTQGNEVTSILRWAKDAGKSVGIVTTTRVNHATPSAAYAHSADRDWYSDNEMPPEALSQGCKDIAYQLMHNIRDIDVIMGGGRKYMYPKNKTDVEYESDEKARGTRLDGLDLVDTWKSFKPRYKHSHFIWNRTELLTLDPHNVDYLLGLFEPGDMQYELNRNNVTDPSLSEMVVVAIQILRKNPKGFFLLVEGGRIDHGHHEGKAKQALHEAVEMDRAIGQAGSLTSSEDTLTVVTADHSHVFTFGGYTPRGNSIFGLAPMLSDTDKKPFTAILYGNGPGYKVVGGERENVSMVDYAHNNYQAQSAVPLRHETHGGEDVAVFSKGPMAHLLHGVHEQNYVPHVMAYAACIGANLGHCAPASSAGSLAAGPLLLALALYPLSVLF
PMI act: phosphomannose isomerase (human) activation | P34949 | purified human PMI, coupled resazurin fluorescence, 20 min; active compounds read high; 1 = vehicle control, 0 substrate-free wells | activation factor at 20 µM | actives 0.005% (n = 190,000) | AID 1214;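 active means activation factor of 2 or more at 20 µM, relative to plate controls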
PMI act satM6P: activators of human phosphomannose isomerase at near-saturating mannose 6-phosphate | actives 0.34% (n = 190,000) | activation factor at 20 µM | P34949 | coupled PMI enzyme assay, resazurin fluorescence, 20 min; active compounds read high; 1 = untreated enzyme, 0 = substrate-free blank;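 active means activation factor of 2 or more at 20 µM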
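Technique: Diaphorase-driven resazurin-to-resorufin fluorescence, excitation 544, emission 590 nm | Assay system: Human PMI in coupled enzyme assay | Times: Enzyme reaction with compound 20 min at room temperature | Medium: HEPES-buffered pH 7.4 with magnesium and detergent | Reagent: Mannose-6-phosphate 1.0 mM (near-saturating) plus 0.22 mM NADP+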
Lmaj promast: inhibitors of Leishmania major promastigote growth; Leishmania major promastigotes, resazurin fluorescence viability; inhibition, % at 10 µM; actives 9% (n = 200,000); AID 1063; in the data active means inhibition above about 50%;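 further: promastigotes grown with compound for 44 hours at 28 °C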
TNAP inh hi DEA: blocks human TNAP under high phosphate acceptor concentration; actives 0.03% (n = 200,000); inhibition, % at 20 µM; purified TNAP, CDP-star luminescence, 1 M DEA; AID 1135; P05186;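 active means over 50% inhibition of tissue-nonspecific alkaline phosphatase at 20 µM in the single-dose screen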;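 further: plate controls were DMSO wells for no effect and EDTA-quenched wells as full inhibition for full effect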
Redox H2O2 prof: compounds producing H2O2 with reducing agent – biochemical, NIH compound library profiling, artefact control for MLSCN library redox annotation, primary screen; DTT-dependent redox cycling H2O2, phenol red/HRP absorbance; 100% = 100 µM peroxide control, 0% = buffer; activation, % at 10 µM; actives 0.03% (n = 200,000); AID 878;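 active means activation of at least 50% relative to the plate's high and low controls in the primary single-dose screen; inactive means activation below 50%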;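 further: compound incubated with DTT at 0.8 mM final as the reducing agent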
RAM inhibit: inhibitors of the yeast RAM network; actives 1.8% (n = 190,000); S. cerevisiae dse1pr::URA3 reporter, 5-FOA growth OD615, 2 d; analog-sensitive cbk1-as2 kinase mutant strain; inhibition, % at 50 µM;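 active means inhibition above a set limit, 3 SD over mean compound inhibition, cut at about 8.4% in these data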;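 further: 0% = DMSO-only wells with no growth and 100% = 10 µM 1-NA-PP1 full growth; inhibition rescues growth on 5-FOA so higher OD means more RAM inhibition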
Hsp70 act: switches on Hsp70 transcription; activation, % at 10 µM; actives 0.04% (n = 200,000); HeLa Hsp70 promoter luciferase reporter, luminescence; scaled: vehicle 0, proteasome-inhibitor control 100%; AID 1203;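 active means activation above the mean across all tested compounds plus 3 SD, cutoff set per campaign, cut at about 5.5% in these data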;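 further: 100% = MG132 at 30 µM as the positive control and 0% = DMSO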
* = called active by the depositor; · = no result given.

nr	mol	PMI act satM6P	Lmaj promast	TNAP inh no acc	PMI act	TNAP inh hi DEA	S1P3 antagonist	HMGR II inh	Hsp70 act	Redox H2O2 prof	RAM inhibit
1	Cc1nnc(-c2cnn(C)c2N)n1Cc1ccc(Cl)cc1	1	0	-3	0.9	-5	·	-3	-0.3	0.2	0.0
2	Cc1ccc2[nH]c(=O)c3cc(C(=O)NCC4CCCO4)sc3c2c1 (stereo unspecified)	0.9	35	-1	0.9	-5	-9	0	-0.2	-1.6	0.6
3	CCn1c(SCC(=O)N2CCN(c3ccccc3F)CC2)nnc1-c1ccoc1C	1.1	10	-2	1	0	-10	-8	-0.3	-3.2	1.7
4	O=[N+]([O-])c1ccc(/C=N/Nc2nc(N3CCCCC3)nc(N3CCCCC3)n2)cc1	0.9	54*	-4	0.9	-4	-6	-6	-0.3	-0.6	1.8
5	O=C(Oc1cccc(-n2cnnn2)c1)c1sc2ccccc2c1Cl	1	-2	-8	0.9	-4	-18	1	-0.2	2.9	0.5
6	O=C(Nc1cccc2ccccc12)C1CCN(C(=O)Cc2ccccc2)CC1	1	1	-9	1.1	-1	·	2	-0.1	0.7	1.5
7	CCN(CC)S(=O)(=O)c1cccc(-c2nnc(-c3ccc(C)cc3)o2)c1	1	1	-5	1	-1	·	3	0.0	0.5	6.7
8	COc1ccc(-c2nc3n(n2)C(c2ccccc2Cl)C(C(N)=O)=C(C)N3)cc1 (stereo unspecified)	0.9	-7	26	1	-2	-2	-7	0.1	-0.7	-1.0
9	O=C(CSc1nc2ccc(Cl)cc2[nH]1)c1c[nH]c2ccccc12	1.2	28	-45	1.2	-1	-4	-1	-0.1	0.1	5.6
10	O=C(NCc1ccc(Cl)cc1)c1ccccc1Oc1ccccc1	1	5	-2	1	-10	·	-1	-0.3	2.5	0.9
11	CS/C(=N\S(=O)(=O)c1cccs1)Nc1ccc(Cl)cc1	1	-3	-11	1	-4	6	0	-0.4	0.6	-0.1
12	CSc1nc(C)cc(Oc2ccc(OCCOc3ccccc3)nn2)n1	1.1	0	-9	1	-1	·	-3	-0.1	-2.8	0.6
13	COc1cc(C(=O)Nc2nc(-c3ccc(F)cc3)cs2)ccc1OCC(=O)N1CCOCC1	0.9	96*	-4	0.9	0	-3	-3	-0.2	0.0	-0.3
14	Cc1cccc(Nc2nc(N)c([N+](=O)[O-])c(N3CC(C)CC(C)C3)n2)c1 (stereo unspecified)	0.8	93*	2	0.8	-6	-6	-4	-0.3	0.1	6.1
15	O=C(CSc1ncn[nH]1)Nc1ccc(Cl)c(S(=O)(=O)N2CCOCC2)c1	1.3	2	-6	1.3	-2	-1	2	-0.2	-0.5	1.0
16	COC(=O)c1cc(CNC(=O)c2cccc(Cl)c2Cl)ccc1OC	0.9	53*	-6	1	-3	-1	2	-0.3	0.2	1.6
17	CCNC(=S)Nc1ccc(Cl)cc1Cl	1	-11	-5	1	-5	1	3	-0.1	-0.1	-0.1
18	Fc1ccccc1Nc1nc2ccccc2n2nnnc12	0.9	17	-17	0.9	-5	·	4	-0.1	-0.7	2.9
19	COP(=O)(OC)C(Nc1ccc(C)cc1)c1ccc([N+](=O)[O-])cc1 (stereo unspecified)	1	4	13	1	-5	-8	-6	0.1	-0.5	1.3
20	CC1(C)NC(=O)N(CCOCCOc2c(Cl)cc(Cl)cc2Cl)C1=O	1	-4	-3	1	-13	·	-3	0.0	-0.9	2.3
21	COc1ccc(NC(C)=O)cc1NC(=O)CSc1nnc(-c2ccc(F)cc2)n1N	1	3	-14	1	-10	-27	-7	-0.2	2.2	2.1
22	CCOC(=O)C1=C(c2ccccc2)N=c2s/c(=C\c3cc(OC)c(OC)c(OC)c3)c(=O)n2C1c1cccs1 (stereo unspecified)	1	20	1	1	4	·	0	-0.2	1.0	12*
23	CCn1c2ccccc2c2cc(NC(=O)c3ccc(C)c([N+](=O)[O-])c3)ccc21	1	-1	-3	0.9	-1	-8	-4	-0.4	1.4	5.7
24	Cc1nc2c(s1)sc1ccccc12	1	-7	-22	1	-9	-45	0	-0.4	0.4	0.0
25	O=C(CSCc1ccccc1)Nc1cccc(F)c1	1	-6	-8	0.9	3	-12	-4	-0.1	0.2	-0.4
26	NCc1ccc2[nH]c(=O)[nH]c2c1	1	-11	-7	1	-2	3	3	-0.2	-1.2	0.0
27	COc1ccc(C)cc1-n1nnnc1SCC(=O)Nc1cccnc1Cl	1	92*	-14	1.1	-1	4	-3	-0.1	-0.3	2.1
28	CCn1c(=O)c2c(nc3n2CCS3)n(C)c1=O	0.8	-2	-11	0.9	-5	·	-1	0.0	-4.8	1.1
29	O=c1c2ccccc2cnn1-c1ccc(Cl)cc1	1.1	-1	-14	1	-4	·	4	0.1	0.4	0.9
30	CCN(CC)C(=O)CSc1nnc(-n2nc(C)cc2C)c2ccccc12	1	-3	-11	1	-7	4	-1	-0.4	1.1	0.9
31	CN(C)CCCN1CC(C(=O)O)CC1=O (stereo unspecified)	1	-7	-8	1	-1	·	1	-0.1	1.6	0.3
32	CCn1c(-c2ccccc2)c(C(=O)O)c2ccccc21	1	2	-8	1	-6	·	-1	0.0	2.1	-0.5
33	O=S(=O)(c1ccc(NC(=S)N/N=C/c2c3ccccc3cc3ccccc23)cc1)N1CCOCC1	1.8	95*	1	1.5	1	-2	-1	-0.2	-0.1	6.8
34	CCOCCCNC(=S)N1CCCN(c2nc3cc(C)c(C)cc3cc2C#N)CC1	1.6	24	-14	1.5	-7	14	-2	0.2	-0.3	17*
35	Cc1cccc2c1N(CCOc1ccc(C(C)(C)C)cc1)C(=O)C2=O	0.9	7	-2	0.9	3	-16	-6	-0.1	0.4	3.2
36	CSc1nc(O)c(/C=C2\C=Nc3ccccc32)[nH]1	1	4	2	1	0	2	-2	-0.3	0.5	1.5
37	CCCC(=O)c1ccc(N2CCCCCC2)c(F)c1	0.9	1	-11	0.9	6	-13	-1	-0.4	1.6	1.3
38	CCn1cc(C(=O)Nc2ccc(NC(=O)c3ccco3)cc2)c(=O)c2ccc(C)nc21	0.9	-6	-10	0.9	-1	17	-2	-0.2	-0.1	2.3
39	O=C(ONC1=NCCCCC1)c1cccc([N+](=O)[O-])c1	1	30	-9	1.1	-5	-10	0	-0.2	0.1	0.1
40	CCCCCCNc1nc(NCc2ccco2)nc(OCC)n1	1.1	8	-1	1.1	3	·	-6	-0.2	0.2	-0.9
41	CNc1nc(N)c([N+](=O)[O-])c(NCCO)n1	1	43	-4	1.1	-1	-7	-4	-0.2	-0.1	2.2
42	COc1ccc(C(=O)OCC(=O)N(C)C2CCS(=O)(=O)C2)cc1S(=O)(=O)N1CCCc2ccccc21 (stereo unspecified)	1	-5	-11	1.1	-5	5	-1	-0.1	-1.2	-0.2
43	CCCCN1C(=O)/C(=C/C=C2/CC(C)(C)CN2C)SC1=S	0.7	59*	28	0.7	40	2	-6	-0.3	0.2	12*
44	CCN1CCN(c2ccc(NC(=O)CCc3c(C)nc4c(-c5ccc(F)cc5)c(C)nn4c3C)cc2)CC1	0.9	99*	2	0.8	-1	14	4	-0.1	-0.3	0.6
45	CCN(CC)CCCNC(=O)c1ccc2c(=O)n(Cc3ccc4c(c3)OCO4)c(=S)[nH]c2c1	1	7	-8	1.1	0	4	-6	-0.1	-1.1	1.4
46	Cc1ccc(-c2cnc3c(Cl)c(C)nn3c2)cc1	1.1	11	-9	1.1	3	-8	-3	-0.3	-0.2	1.9
47	O=C(C(=O)N1CCN(c2ccc(F)cc2)CC1)c1c[nH]c2ccccc12	0.9	3	-3	0.9	1	-7	-4	0.0	-1.9	10*
48	CC(=O)Nc1ccc2c(c1)NC(=O)CC2	0.9	-8	-11	1	8	-20	0	0.5	-0.1	3.4
49	CCOc1ccc(NC(=S)Nc2ccc3nsnc3c2)cc1	0.8	23	0	0.5	12	-9	2	-0.1	127*	-0.4
50	O=C(CCNS(=O)(=O)c1cccc2nsnc12)N1CCN(c2ccccn2)CC1	1	-2	-10	0.9	-7	·	-2	-0.1	0.4	0.0
51	COc1ccc(C)cc1-n1nnnc1SCC(=O)NNC(=O)c1ccc([N+](=O)[O-])cc1	1	-9	-75	1	7	-2	-4	-0.3	0.6	-0.4
52	COc1ccc(C)cc1NC(=O)CSc1nnc(COc2ccc(Cl)cc2)n1Cc1ccco1	0.9	19	-9	0.9	-6	-29	1	-0.2	7.5	9.7*
53	COc1cc2c(C(=O)NCc3ccc(C)o3)cn(CC(C)C)c(=O)c2cc1OC	1	0	-10	1	-1	-1	-1	-0.2	-0.3	1.3
54	COc1ccc(CC(=O)N2N=C(C)CC2(O)C(F)(F)F)cc1 (stereo unspecified)	1	4	-18	0.9	-4	-5	5	-0.3	-0.2	1.0
55	CC(C)c1nc(CNC(=O)CC2C(=O)NCCN2Cc2ccoc2)cs1 (stereo unspecified)	1	-3	-7	1	-6	-10	-1	-0.2	9.2	0.5
56	CC(OC(=O)CCC(=O)c1cccs1)C(=O)Nc1ccc(Cl)cn1 (stereo unspecified)	1	-9	-8	1	2	-7	0	-0.4	0.2	0.8

Next records.
nr	mol	PMI act satM6P	Lmaj promast	TNAP inh no acc	PMI act	TNAP inh hi DEA	S1P3 antagonist	HMGR II inh	Hsp70 act	Redox H2O2 prof	RAM inhibit
57	CCOc1ccc2cc(S(=O)(=O)N3CCOCC3)ccc2c1	0.9	-9	-7	0.9	1	1	-2	-0.3	-0.4	1.4
58	Cc1ccc(C(=O)Nc2ccc(CN3CCCCC3)cc2)c(C)c1	1.1	74*	-14	1	-7	-8	-9	0.5	-9.8	0.5
59	FC(F)Oc1ccc(NC(=S)NNc2ccnc3cc(Cl)ccc23)cc1	1.1	5	-10	1.1	-5	-12	0	0.0	-0.2	0.3
60	O=C1CC(C(=O)N2CCOCC2)C2(CCCC2)O1 (stereo unspecified)	0.9	13	-19	0.9	-2	-13	2	-0.2	2.0	0.1
61	CCOC(=O)C1=C(c2ccccc2)NC(=O)N(C(C)=O)C1c1cccc([N+](=O)[O-])c1 (stereo unspecified)	0.9	13	-3	1	-3	-12	-1	-0.4	-1.2	1.2
62	Cc1ccnc(NC(=O)CCCOc2cc(=O)n(C)c3ccccc23)c1	1	14	-14	0.9	-6	-6	5	3.6	1.2	2.2
63	COc1cc(Cl)c(C)cc1NC(=O)COC(=O)c1cc[n+]([O-])cc1	1	-5	-13	1.1	-3	-7	0	-0.3	0.1	1.2
64	CCOc1ccccc1C1CC(c2cccc(NS(C)(=O)=O)c2)=NN1C(=O)c1ccccc1 (stereo unspecified)	0.9	2	-8	0.9	-2	4	2	-0.6	-0.2	8.0
65	CC(C)(C)c1ccc(C(=O)N2CCCN(C(=O)c3ccc(C(C)(C)C)cc3)CC2)cc1	1	20	-1	1	-1	-9	-1	-0.2	-0.1	-0.6
